Pf apPOL inh – Pf-apPOL inhibitors, biochemical, fluorescence | Plasmodium falciparum apicoplast DNA polymerase (apPOL) | Recombinant Pf-apPOL, molecular beacon fluorescence, 1.5 h | inhibition, % at 10 µM | hit rate 0.25% among 210,000 | AID 1794808, 2022
mHTT-CaM PPI inh – mutant huntingtin-calmodulin interaction inhibitors – biochemical, AlphaScreen, primary screen; hit rate 3.6% among 190,000; AID 1671202, 2021; AlphaScreen His-mHTT/GST-CaM binding, luminescence; inhibition, % at 15 µM; P42858;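 also: 0% = both proteins with DMSO and 100% = one protein alone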
Target sequence (P42858 whole entry, looked up, stated change not applied): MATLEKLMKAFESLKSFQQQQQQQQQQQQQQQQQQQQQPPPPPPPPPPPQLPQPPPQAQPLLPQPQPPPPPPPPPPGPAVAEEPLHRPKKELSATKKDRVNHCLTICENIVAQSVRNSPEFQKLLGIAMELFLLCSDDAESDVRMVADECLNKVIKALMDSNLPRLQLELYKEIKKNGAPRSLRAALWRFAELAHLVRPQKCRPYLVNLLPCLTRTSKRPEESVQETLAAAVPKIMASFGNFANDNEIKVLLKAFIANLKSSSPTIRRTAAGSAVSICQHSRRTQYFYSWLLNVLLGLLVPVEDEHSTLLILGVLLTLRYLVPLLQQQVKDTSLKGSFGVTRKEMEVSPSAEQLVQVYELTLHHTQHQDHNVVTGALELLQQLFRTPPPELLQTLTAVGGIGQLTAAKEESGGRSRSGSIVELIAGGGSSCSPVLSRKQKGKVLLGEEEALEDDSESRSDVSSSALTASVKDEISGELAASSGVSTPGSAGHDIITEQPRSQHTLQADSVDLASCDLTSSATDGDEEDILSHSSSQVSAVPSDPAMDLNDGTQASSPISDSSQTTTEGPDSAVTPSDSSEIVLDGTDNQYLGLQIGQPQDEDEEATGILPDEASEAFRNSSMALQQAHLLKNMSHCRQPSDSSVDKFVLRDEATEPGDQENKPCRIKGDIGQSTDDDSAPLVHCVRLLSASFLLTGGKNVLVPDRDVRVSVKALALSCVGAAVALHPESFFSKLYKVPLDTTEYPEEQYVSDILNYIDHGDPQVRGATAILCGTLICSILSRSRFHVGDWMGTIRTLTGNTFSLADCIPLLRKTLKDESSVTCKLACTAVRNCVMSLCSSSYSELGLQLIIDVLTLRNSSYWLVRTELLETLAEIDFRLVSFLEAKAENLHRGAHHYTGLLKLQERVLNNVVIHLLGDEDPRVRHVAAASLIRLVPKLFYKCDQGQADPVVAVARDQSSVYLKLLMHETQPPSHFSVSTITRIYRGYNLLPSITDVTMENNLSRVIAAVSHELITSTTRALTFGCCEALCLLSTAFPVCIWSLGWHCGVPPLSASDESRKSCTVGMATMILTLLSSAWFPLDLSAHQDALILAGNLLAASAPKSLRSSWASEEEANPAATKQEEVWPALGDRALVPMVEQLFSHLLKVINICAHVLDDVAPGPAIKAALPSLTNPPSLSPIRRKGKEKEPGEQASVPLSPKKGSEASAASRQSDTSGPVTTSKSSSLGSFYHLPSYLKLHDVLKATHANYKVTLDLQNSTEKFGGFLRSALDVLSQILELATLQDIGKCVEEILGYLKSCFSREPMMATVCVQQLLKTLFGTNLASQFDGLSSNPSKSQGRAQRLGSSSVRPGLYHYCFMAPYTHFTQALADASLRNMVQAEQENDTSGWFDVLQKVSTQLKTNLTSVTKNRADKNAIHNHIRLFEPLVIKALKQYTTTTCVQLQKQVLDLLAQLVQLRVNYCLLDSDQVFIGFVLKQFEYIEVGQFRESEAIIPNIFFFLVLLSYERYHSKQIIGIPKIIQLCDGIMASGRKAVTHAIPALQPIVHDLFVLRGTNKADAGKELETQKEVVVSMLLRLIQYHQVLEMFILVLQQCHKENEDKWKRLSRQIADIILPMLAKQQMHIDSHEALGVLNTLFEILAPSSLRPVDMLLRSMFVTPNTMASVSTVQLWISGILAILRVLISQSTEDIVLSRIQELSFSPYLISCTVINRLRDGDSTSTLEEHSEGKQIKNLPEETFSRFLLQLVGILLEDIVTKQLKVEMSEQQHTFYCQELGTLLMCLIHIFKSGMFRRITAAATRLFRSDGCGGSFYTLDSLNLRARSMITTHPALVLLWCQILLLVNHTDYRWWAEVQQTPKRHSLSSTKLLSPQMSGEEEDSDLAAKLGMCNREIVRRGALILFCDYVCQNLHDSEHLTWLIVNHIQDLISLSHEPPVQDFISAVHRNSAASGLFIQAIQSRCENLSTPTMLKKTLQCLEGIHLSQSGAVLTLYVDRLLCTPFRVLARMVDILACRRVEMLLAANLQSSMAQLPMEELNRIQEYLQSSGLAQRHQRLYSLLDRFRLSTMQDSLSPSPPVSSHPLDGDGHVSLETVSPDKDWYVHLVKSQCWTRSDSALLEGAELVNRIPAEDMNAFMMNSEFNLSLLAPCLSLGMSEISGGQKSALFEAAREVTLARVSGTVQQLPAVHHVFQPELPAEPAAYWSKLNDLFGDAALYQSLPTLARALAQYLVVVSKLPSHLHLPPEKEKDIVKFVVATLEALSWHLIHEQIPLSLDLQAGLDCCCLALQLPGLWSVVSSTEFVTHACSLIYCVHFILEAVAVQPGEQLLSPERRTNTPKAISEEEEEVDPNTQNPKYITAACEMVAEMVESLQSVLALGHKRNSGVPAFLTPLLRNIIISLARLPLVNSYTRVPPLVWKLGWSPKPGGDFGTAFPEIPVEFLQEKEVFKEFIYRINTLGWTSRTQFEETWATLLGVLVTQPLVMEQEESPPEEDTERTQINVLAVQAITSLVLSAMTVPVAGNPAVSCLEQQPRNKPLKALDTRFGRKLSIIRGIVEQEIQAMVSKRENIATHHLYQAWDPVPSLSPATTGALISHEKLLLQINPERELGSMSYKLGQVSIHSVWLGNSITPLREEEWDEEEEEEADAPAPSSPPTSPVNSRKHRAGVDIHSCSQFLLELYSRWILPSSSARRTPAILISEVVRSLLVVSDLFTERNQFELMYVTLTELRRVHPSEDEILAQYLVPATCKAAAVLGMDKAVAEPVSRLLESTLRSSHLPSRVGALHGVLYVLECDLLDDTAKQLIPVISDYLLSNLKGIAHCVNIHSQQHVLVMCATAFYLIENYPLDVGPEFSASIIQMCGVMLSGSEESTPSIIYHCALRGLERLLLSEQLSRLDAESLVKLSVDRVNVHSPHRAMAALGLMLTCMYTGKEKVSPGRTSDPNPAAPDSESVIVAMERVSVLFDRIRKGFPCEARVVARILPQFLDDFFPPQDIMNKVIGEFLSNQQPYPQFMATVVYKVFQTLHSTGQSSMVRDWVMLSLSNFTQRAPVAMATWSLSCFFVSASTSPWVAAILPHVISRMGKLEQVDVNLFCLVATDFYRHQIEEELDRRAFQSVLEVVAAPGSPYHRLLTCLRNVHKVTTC
An asterisk follows results filed as active; i = inactive; / = not tested or not shown; & = joins results of further samples. Rule as the data show it: active = inhibition above about 50%; inactive = the rest. This is a subset. The share of hits here may be higher or lower than overall.

mol	mHTT-CaM PPI inh	Pf apPOL inh
O=C(Nc1nccn(-c2ccc(Br)cc2)c1=O)c1ccccc1	-1	-1
CC(=O)N(Cc1ccc2c(c1)CN(C(=O)NCC1CCCO1)CCO2)c1ccc(C)cc1 (configuration not stated)	-1	37
O=c1c(S(=O)(=O)N2CCCC2)cccn1Cc1noc(C2CCCC2)n1	-10	-6
Cc1ccc(/C=N/NC(=O)c2ccco2)o1	i	/
COC(=O)c1c(NC(=O)CS(=O)(=O)c2ccc(C)cc2)sc2c1CCCC2	-2	-4
NC(=O)c1cc2cc(Cl)ccc2oc1=Nc1ccc(C(F)(F)F)cc1	2	-1
COc1ccc(OC)c(C2=NOC(C(=O)N3CCN(c4ccc(F)cc4)CC3)C2)c1 (configuration not stated)	3	-1
C=CCn1c(=O)c2c(ncn2Cc2ccccc2F)n(-c2cccc(F)c2)c1=O	2	1
CC1(C)CC(=O)C(C=Nc2ccc(F)c(F)c2)=C(O)C1	1	3
O=[N+]([O-])c1ccccc1N1CCCNCC1	-9	-5
COCCC1CCN(C(=O)c2cc(-c3ccccc3)n[nH]2)CC1	0	-6
Cc1cc(C(=O)NC2CCCC2)c2cc(F)ccc2n1	24	32
CN1CCN(C(=O)c2nnc(N3CCCCC3)c3ccccc23)CC1	2	-5
CCOC(=O)c1cc(=O)c2ccc(OC(=O)c3cccnc3Oc3ccccc3)cc2o1	/	-1
COc1ccc(S(=O)(=O)Nc2cc(C)ccn2)cc1OC	4	-7
COc1ccc(C2Cn3nnc(C(=O)Nc4cc(C)ccc4F)c3CO2)cc1 (configuration not stated)	2	-4
N#CC1=C(N)OC(C2CC2)=C(n2cnc([N+](=O)[O-])n2)C1c1ccccc1 (configuration not stated)	17	-5
COc1ccc(OC)c(C(=O)C=Cc2cc(OC)c(OC)c(OC)c2)c1	22	-11
Cc1ncsc1CN1CCC(O)(c2ccccc2)C(N(C)C)C1 (configuration not stated)	7	-4
CC(C)N1C(=O)S/C(=C/c2cn(CC(=O)N3CCOCC3)c3ccccc23)C1=O	24	0
c1cncc(-c2noc(C3CCCCN3Cc3ccco3)n2)c1 (configuration not stated)	4	2
COc1ccc(-c2nn(-c3ccccc3)cc2C(=O)Nc2ccc(Cl)cc2)cc1OC	8	0
CC(=O)c1c(C)nc(C)nc1NC(=O)C(C)C	-1&-1	2
COC(=O)C1=CN(C2CC2)c2cc(N3CCCCCC3)c(F)cc2S1(=O)=O	-4	-2
COc1cccc(Oc2c(C)oc3cc(OC)ccc3c2=O)c1	-7	-9
O=C1C2C3c4ccccc4C(C(=O)O)(c4ccccc43)C2C(=O)N1c1cccc(Br)c1 (configuration not stated)	1	-6
COc1ccc(C2=NN(C(=O)c3ccc(Br)o3)C(c3ccc(F)cc3)C2)cc1OC (configuration not stated)	45	0
C#CCN1CC(N(C)CCOC(=O)c2cc3ccccc3[nH]2)CS1(=O)=O (configuration not stated)	7	-3
Fc1cccc(CSCc2c(F)cccc2Cl)c1	/	-9
Cc1nn(C(=O)c2ccc([N+](=O)[O-])cc2)c(C)c1Sc1ccccc1	1	-2

New compounds follow
mol	mHTT-CaM PPI inh	Pf apPOL inh
Cc1c(C)n2c(SCc3ccc([N+](=O)[O-])cc3)nnc2[nH]c1=O	-10	-3
c1cc(-c2noc(-c3ccsc3)n2)cc(N2CCCC2)n1	-24	-5
COc1ccc(C2=NN(CC(=O)N3CCN(c4ccccn4)CC3)C(=O)CC2)cc1	7	-13
Cc1cccc(C(=O)N2CCCC2c2cc(C)on2)c1 (configuration not stated)	-6	1
O=C(CCNS(=O)(=O)c1ccc(Cl)cc1)NCc1ccc(F)cc1Cl	-7	-15
CCCN1CCC(N2CCN(S(=O)(=O)c3ccc(C)cc3)CC2)CC1	-4	-18
CN(CC1CC(c2ccc(Cl)cc2)=NO1)C(=O)C1CC1 (configuration not stated)	-8	-7
O=[N+]([O-])c1ccc2c(c1)c(CO)cn2Cc1ccccc1	/	-6
COC(=O)COc1ccc2c(c1)OC(=Cc1ccc(OC)cc1)C2=O	-5	7
COc1ccc(CC(=O)N2CCCC2c2nc(-c3ccc(F)cc3F)no2)cc1 (configuration not stated)	-3	-2
CCOC(=O)C1=C(N)C(=O)N(c2ccccc2)C1	/	-7
CC(C)CN(CC(C)C)S(=O)(=O)c1cc(Br)cc2c1N(C(=O)C1CC1)CC2	0	5
N#CC(=Cc1ccccc1N1CCOCC1)S(=O)(=O)c1ccccc1	/	-5
Cc1ccc(/C=C(/C#N)C(N)=S)o1	7	/
Cc1nc2ccc(NC(=O)N3CCCC3)cc2nc1C	0	1
COc1ccc(OC)c(CNC(=O)c2cn(C)c(=O)c3c2c2ccccc2n3C)c1	31	-5
O=C1C(=O)N(CCN2C(=O)c3ccccc3C2=O)c2ccccc21	-2	/
O=C(CC(C(=O)N1CCc2ccccc21)n1ccnc1)NCc1cccnc1 (configuration not stated)	-3	-8
COCC(=O)Nc1ccc(OC)cc1OC	-4	0
O=C(N1CCC(n2cnnc2-c2ccccc2)C1)C1(c2ccccc2)CC1 (configuration not stated)	-3	-3
COc1ccc(C(=O)NC(=O)Nc2ncccc2C)cc1	-5	-3
Cc1ccc(NC(=O)CN2C(=O)CCCc3ccccc32)c(C)c1	-2	-1
O=C(NC1CCCC1)C1CC(c2ccccc2)=NO1 (configuration not stated)	-2	-4
CC1CC(=O)Nc2ccccc2N1S(=O)(=O)c1ccc(C#N)cc1 (configuration not stated)	/	-3
Cc1ccc(CN2CCCn3nc(C(=O)NCc4ccco4)cc3C2=O)cc1	7	0
O=C(CSc1nc2ccccc2c(=O)n1Cc1ccco1)Nc1cccc(C(F)(F)F)c1	9	-2
O=C(CN1C(=O)C(c2ccc(F)cc2)=NC12CCCCC2)Nc1ccc(F)c(Cl)c1	95*	-6
Cc1ccc(C)c(C(=O)Nc2cccn3cnnc23)c1	7	-1
O=C(Nc1ccccc1)OC1c2cc(Cl)ccc2OC(=O)N1c1ccccc1 (configuration not stated)	/	3
CCn1cc2c3c(cccc31)CN(C(=O)Nc1ccccc1F)CC2	23	-1

One compound at a time, as listed above:
N#CC(=Cc1ccccc1N1CCOCC1)S(=O)(=O)c1ccccc1 is listed with mHTT-CaM PPI inh: /; Pf apPOL inh: -5
Cc1nc2ccc(NC(=O)N3CCCC3)cc2nc1C is listed with mHTT-CaM PPI inh: 0; Pf apPOL inh: 1

(next part)
mol	mHTT-CaM PPI inh	Pf apPOL inh
O=C(Nc1cccc2nsnc12)c1ccc(N2CCOCC2)nn1	-7	-4
Cc1ccc(C2CCCN2C(=O)Nc2ccccc2Cl)cc1 (configuration not stated)	-10	-4
CCOCC(=O)N1CCCC(c2ccnc(-c3ccc(C)cc3)n2)C1 (configuration not stated)	8	-6
COc1ccc(NC(=O)C(N)=O)cc1Cl	-8	6
COc1ccc(CCC(=O)Nc2ccc3c(c2)OCO3)cc1	42	4
CC(=O)c1cccc(NC(=O)c2ccc(N(Cc3ccccc3Cl)S(C)(=O)=O)cc2)c1	-1	-3
O=C(CN1C(=O)CCC1=O)N1CCC(Cn2ccnc2)CC1	-11	-1
COc1ccc(C2CC(c3ccc(Cl)cc3)n3ncnc3N2)cc1 (configuration not stated)	29	-6
CCN(CC)c1ccc2cc(C(N)=O)c(=Nc3ccccc3)oc2c1	24	1
C=CCn1c(SCC(=O)c2cccc([N+](=O)[O-])c2)nnc1-c1cccs1	7	0
N#C/C(=C\c1cccn1-c1ccc([N+](=O)[O-])cc1)c1nn(CCO)c(N)c1C#N	4&-2	-4&-3
CCCCOc1ccc(C(=O)NCCc2csc(C)n2)cc1	-1	-33
COc1ccc(C(=O)N2CCc3cn(C)c4cccc(c34)C2)c(C)c1	30	-2
CCOCCCn1c(=N)c(C(=O)NC2CCCC2)cc2c(=O)n3ccccc3nc21	3	1
CCN(CC)Cc1c(O)ccc2c1OC(=Cc1cc(Cl)cc3c1OCOC3)C2=O	36	-6
CCc1onc(C)c1C1CCCN1C(=O)c1ccccc1OC (configuration not stated)	3	-1
O=C(Nc1sc2c(c1C(=O)NCC1CCCO1)CCCC2)c1cccc([N+](=O)[O-])c1 (configuration not stated)	-1&-1	3&4
Cc1ccc(C(=O)N2CCC(OCc3nc(C4CC4)no3)CC2)cn1	2	-3
CCOC(=O)Oc1ccc2c(=O)c(Oc3ccc(C(C)(C)C)cc3)coc2c1	9	-3
CCCCOc1ccc(-c2nc3s/c(=C\c4ccco4)c(=O)n3n2)cc1	2	11
Cc1c(NCN2C(=O)CCC2=O)cc2c(c1[N+](=O)[O-])C(C)(C)CC2(C)C	/	-1
Cc1ccc(N2C=C(C(=O)N3CCOCC3)S(=O)(=O)c3ccccc32)cc1C	-2	1
COc1ccc(NC(=O)C(=O)NCCN2CCN(C(=O)c3c(F)cccc3F)CC2)cc1	-3	10
O=C(CSc1nccc(-c2csc(COc3ccccc3Cl)n2)n1)Nc1cccc(Cl)c1	/	3
Cc1cc(NC(=O)C2CC(c3ccc(F)cc3)=NO2)n(-c2ccccc2)n1 (configuration not stated)	-4	-4
COc1nsc2ccc(N)cc12	-3	/
O=c1/c(=C/c2cccc(F)c2)sc2nc(-c3ccc(Br)cc3)nn12	0	-3
C=CCc1cc(/C=C2/SC(=O)N(C)C2=O)cc(OCC)c1OC	-16	1
Cn1cnnc1Sc1nc2c(c(=O)n(C)c(=O)n2C)n1Cc1c(Cl)cccc1Cl	6	8
CCCCN1CC(N2CCN(Cc3cccc(C)c3)CC2)CS1(=O)=O (configuration not stated)	26	0

Quoted at random: three records from the list, in no set order.
mol	mHTT-CaM PPI inh	Pf apPOL inh
Cc1ccc(N2C=C(C(=O)N3CCOCC3)S(=O)(=O)c3ccccc32)cc1C	-2	1
N#C/C(=C\c1cccn1-c1ccc([N+](=O)[O-])cc1)c1nn(CCO)c(N)c1C#N	4&-2	-4&-3
CCc1onc(C)c1C1CCCN1C(=O)c1ccccc1OC (configuration not stated)	3	-1

Four entries from above, with each value named:
Fc1cccc(CSCc2c(F)cccc2Cl)c1
- mHTT-CaM PPI inh = /
- Pf apPOL inh = -9
COCC(=O)Nc1ccc(OC)cc1OC
- mHTT-CaM PPI inh = -4
- Pf apPOL inh = 0
Cn1cnnc1Sc1nc2c(c(=O)n(C)c(=O)n2C)n1Cc1c(Cl)cccc1Cl
- mHTT-CaM PPI inh = 6
- Pf apPOL inh = 8
O=C(Nc1sc2c(c1C(=O)NCC1CCCO1)CCCC2)c1cccc([N+](=O)[O-])c1 (configuration not stated)
- mHTT-CaM PPI inh = -1&-1
- Pf apPOL inh = 3&4

(next part)
mol	mHTT-CaM PPI inh	Pf apPOL inh
O=c1nc(N2CCCC2)nc(N2CCCC2)[nH]1	-4	-24
O=C(O)CC(SC(=NC1C=CCCC1)N1CCCCC1)C(=O)O (configuration not stated)	-2	/
COc1cccc(CC(=O)N2CCC(Cc3nc4cccnc4n3CC(C)C)C2)c1 (configuration not stated)	3	1
CCCCS(=O)(=O)N1CCC(Cc2nc3cccnc3n2CC(C)C)C1 (configuration not stated)	6	-1
Cc1ccc(C(=O)N2CCCC2COc2ccc(C(=O)NC(C)C)cc2)s1 (configuration not stated)	5	-3
O=S(=O)(Nc1ccc(Br)cc1)c1cccc(-c2nnc(-c3ccccc3)o2)c1	7	-5

As a short view, part of the list above:
mol	mHTT-CaM PPI inh	Pf apPOL inh
COc1cccc(CC(=O)N2CCC(Cc3nc4cccnc4n3CC(C)C)C2)c1 (configuration not stated)	3	1
CCCCS(=O)(=O)N1CCC(Cc2nc3cccnc3n2CC(C)C)C1 (configuration not stated)	6	-1

Screening results deposited in PubChem by University of Kansas High Throughput Screening Laboratory.
